Rat MKP-3 inhibitors = MKP-3 phosphatase inhibitors, primary screen, biochemical, rat enzyme, in vitro (AID 425); recombinant MKP-3 phosphatase activity, fluorescence; higher % means a stronger effect; inhibition, % at 20 µM, or IC50 in µM where a hit was titrated; 0.17% of 110,000 active; in the data active = inhibition above about 50%;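 also: plate controls were vehicle for no effect and reference inhibitor for full effect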
Hsp70 displacement = Hsp70 inhibitors, probe displacement, primary screen, biochemical, fluorescence polarization (AID 583); displacement, % at 20 µM; hits with a dose series show IC50 in µM; 0.06% of 140,000 active; Hsp70 fluorescence polarization probe displacement, mP; higher % means a stronger effect; in the data active = displacement above about 50%;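 also: plate controls were vehicle for no effect and reference ligand for full effect; a part of the inactive calls stands beside numbers as strong as those of hits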
Starred values were filed as active, the others as inactive; · = no result given; & = joins results of further samples.

Each structure is followed by: Rat MKP-3 inhibitors, Hsp70 displacement
- CC1(C)Cc2c(c(-c3ccccc3)nc3[nH][nH]c(=O)c23)CO1
    4%, -3.3%
- Cc1cc(N)n(-c2ncnc3scc(-c4ccccc4)c23)n1
    ·, 8.9%
- O=C(O)CCC(=O)N(CCc1ccccc1)C1CC(=O)N(c2ccc(Br)cc2)C1=O (stereo not given)
    4%, 0.3%
- O=C(CSc1ncn(-c2ccccc2)n1)c1ccc(Cl)cc1
    -2%, 2.6%
- CC(=O)NN1C(=O)/C(=C\c2ccc(I)o2)SC1=S
    1%, -13%
- Cc1ccc2c(CC(=O)NC3=NCCS3)coc2c1
    -7%, 0.4%
- COc1cc(/C=C2\SC(=Nc3ccc(C)c(Cl)c3)NC2=O)ccc1C
    8%, 0.3%
- Nc1nc(SCC(=O)NCC2CCCO2)n[nH]1 (stereo not given)
    -14%, 1.9%
- O=S(=O)(Cc1ccccc1)N1CCN(C/C=C/c2ccccc2)CC1
    0%&-2%, -2.4%&-0.6%
- COc1ccccc1CNC(=O)c1cnn2c(C(F)F)cc(C)nc12
    ·, 5.6%
- COc1ccc(-c2nn(-c3ccccc3)cc2/C=C/C(=O)c2ccccc2)cc1
    4%, 4.0%
- O=C(NCc1cccs1)C(Cc1ccccc1)NS(=O)(=O)c1cccs1 (stereo not given)
    -3%, -1.1%
- CCS(=O)(=O)N1CCCC(C(=O)NC2CCCC2)C1 (stereo not given)
    0%, -4.8%
- CCc1c(C)nc2ncnn2c1N1CCC(C(=O)N2CCN(c3ccccc3)CC2)CC1
    -1%, 1.4%
- Cc1ccc(COc2cc3oc(=O)c4c(c3cc2Cl)CCC4)cc1
    2%, -0.6%
- Cc1c(NC(=O)CN2CC(C)OC(C)C2)c(=O)n(-c2ccccc2)n1C (stereo not given)
    7%, 1.8%
- CN(C(=O)CSc1nnnn1-c1ccccc1)C1CCCCC1
    -8%, -1.6%
- COc1ccc(C(=O)Nc2ccc(F)c([N+](=O)[O-])c2)cc1Br
    -2%, -1.4%
- COc1ccc(C2SCCN2C(=O)c2cc3ccccc3oc2=O)cc1 (stereo not given)
    3%, 2.8%
- CCCOC(=O)c1cccc(NC(=O)COc2cc(C)cc(C)c2)c1
    -4%, 2.5%
- N#C/C(=C\c1ccc(-c2cccc([N+](=O)[O-])c2)o1)C(=O)N1CCOCC1
    2%, -5.5%
- COCCn1c(-c2ccc(OC)cc2)cnc1N
    -4%, -1.7%
- CN(C)S(=O)(=O)c1ccc(NC(=O)c2cc3ccccc3o2)cc1
    4%, 0.6%
- C=CCC1(O)CC(c2ccccc2)NC(c2ccccc2)C1C(C)C (stereo not given)
    3%, 0.4%
- COc1ccc(Br)cc1/C=N/NC(=O)CSc1nc2ccccc2n1C
    2%, 1.5%
- C[n+]1cnn2c1SCC1(COC1)C2
    -13%, 2.9%
- COc1ccc(NC(=O)C(NC(=O)c2ccc(C)cc2)C23CC4CC(CC(C4)C2)C3)cc1 (stereo not given)
    7%, -3.8%
- O=C1CN(C(=O)CN2CCCC2)C(c2ccccc2)c2cc(Br)ccc2N1 (stereo not given)
    -10%, 5.7%
- Cc1ccc(-n2nc3cc(C)c(NC(=O)c4ccc(Cl)cc4Cl)cc3n2)cc1
    -3%, -0.9%
- CCOC(=O)CNC(=O)CSc1nc2nc(C)c(Br)cc2[nH]1
    -15%, -2.8%
- O=C(Nc1ccc2ccccc2c1)c1cccc(NC(=O)c2cccs2)c1
    0%, -8.3%
- COc1ccc(NC(=O)N2CCN(c3ccc([N+](=O)[O-])cc3)CC2)cc1
    4%, -1.6%
- CCN(CC)C(=O)C1CCN(S(=O)(=O)c2ccc(C3CNC(=O)C3)cc2)CC1 (stereo not given)
    -3%, 5.9%
- CCOc1cc(C=O)ccc1OC(C)C
    0%, -2.1%
- COc1ccc2cc(CN(CCCN3CCOCC3)Cc3nnnn3C3CCCC3)c(=O)[nH]c2c1
    -10%, -4.4%
- O=S(=O)(c1ccc(Cl)cc1)N1CCn2c1nc1ccccc12
    ·, -2.3%
- COc1cc(CN2CCN(C(=O)c3cccc(F)c3)CC2)cc(OC)c1O
    0%, 2.4%
- CN(C)S(=O)(=O)N(CC(=O)N1CCOCC1)c1ccccc1
    -2%, -2.0%
- COc1cccc(C2=CC(c3ccc(OC)c(OC)c3OC)n3nnnc3N2)c1 (stereo not given)
    10%, 0.6%
- COc1ccccc1N1CCN(/N=C\c2cc(Br)c(O)c(OC)c2)CC1
    -1%, -1.3%
- COc1cc(C2C(C(=O)OCCOc3ccccc3)=C(C)NC3=C2C(=O)CCC3)ccc1OC(C)=O (stereo not given)
    2%, 1.2%
- CCc1ccc(OCCCCCn2ccnc2)cc1
    0%, 5.1%
- COCCCNc1nc2c(c(=O)[nH]c(=O)n2C)n1CCCc1ccccc1
    -8%, 2.7%
- O=C(COc1ccccc1O)c1cccs1
    -4%, -1.7%
- COc1cccc(/C=N/Nc2ncc(Br)cn2)c1O
    0%, 2.9%
- O=C(O)c1ccc(C(=O)Nc2ccccc2Br)c(C(=O)O)c1
    4%, 2.1%
- O=c1cc(NCC2CCCO2)[nH]c(=O)n1-c1ccc(Cl)cc1 (stereo not given)
    ·, -5.3%
- CCOC(=O)C1=C(C)N(c2ccc(OC)cc2)C(=O)/C1=C\c1ccc(C(=O)O)cc1
    4%, -3.6%
- CCOP(=O)(OCC)/C(=C(\NC(=O)c1ccccc1)C(=O)Nc1ccccc1C(F)(F)F)c1ccccc1
    2%, -0.7%
- Cc1cccc(NC(=O)CSc2nnnn2C)n1
    ·, -2.8%
- Cc1ccsc1CNn1cnnc1SCc1ccccc1F
    -1%, 2.4%
- CCS(=O)(=O)N1CCN(Cc2ccncc2)CC1
    -2%, 3.2%
- CCOC(=O)c1c(NC(=O)C2C3CCC(O3)C2C(=O)O)sc2c1CCC(CC)C2 (stereo not given)
    4%, 0.6%
- O=C(O)CSc1nc2ccccc2c(=O)[nH]1
    0%, -3.7%
- COc1ccccc1NCC(=O)N/N=C\c1c(F)cccc1Cl
    1%, -3.7%
- C/C(=N/N1CCN(Cc2ccccc2)CC1)c1ccc(Cl)cc1
    0%, -0.9%
- O=C(NCc1ccccc1)c1cccc(OCC(=O)N2CCN(C(=O)c3ccco3)CC2)c1
    -12%, -0.3%
- C=CCn1c(CNC(=O)c2ccco2)nnc1SCC(=O)N1c2ccccc2Sc2ccccc21
    ·, 0.7%
- COc1cc2nc(-c3ccc4c(c3)C(=O)N(c3ccccc3)C4=O)oc(=O)c2cc1OC
    1%, -5.6%
- CCOC(=O)Cn1c(=O)oc2cc(S(=O)(=O)NCc3cccs3)ccc21
    -4%, 0.0%

(next part)
Each structure is followed by: Rat MKP-3 inhibitors, Hsp70 displacement
- COc1ccccc1NS(=O)(=O)c1ccc(C)cc1C
    -1%, -1.5%
- CC(NC(=O)Cn1nnc(-c2ccncc2)n1)c1ccccc1 (stereo not given)
    ·, -1.0%
- COc1ccccc1C(=O)Nc1cc(C)cc(C)c1
    -4%, 2.0%
- CC1CN(Cc2nc3c(c(=O)n(C)c(=O)n3C)n2CCCO)CC(C)O1 (stereo not given)
    -13%, 0.2%
- O=C1C(=O)N(CCO)C(c2ccccc2[N+](=O)[O-])/C1=C(\O)c1ccccc1 (stereo not given)
    3%, -3.4%
- O=C(Cc1cccs1)N(c1ccccc1)C1C=CS(=O)(=O)C1 (stereo not given)
    1%, 3.4%
- Cc1cccc(C)c1NC(=O)C1(NC(=O)c2cnccn2)CCCCC1
    -13%, -0.2%
- NS(=O)(=O)c1ccc(NC(=O)COC(=O)CCNC(=O)NC23CC4CC(CC(C4)C2)C3)cc1
    -7%, -1.1%
- CCOC(=O)c1[nH]c2cc3c(cc2c1NC(=O)CN1CCc2ccccc2C1)OCO3
    -4%, -3.1%
- COc1cc(/C=N/N=c2\sc3ccccc3n2C)ccc1O
    -2%, -0.3%
- O=C(Nc1ccc(N2CCCCC2)c(Cl)c1)c1ncn[nH]1
    -11%, 7.4%
- COc1cc(OC)cc(C(=O)N2CCN(C(=O)c3cccc(F)c3)CC2)c1
    -3%, 2.3%
- C[n+]1cccc(C(=O)NCCOC(=O)c2ccccc2)c1
    -1%, -2.9%
- O=C(C1CC1)N(Cc1ccco1)c1nc(-c2ccccc2)cs1
    -6%, -2.8%
- CC(C)Oc1ccccc1NC(=O)CSCC(=O)Nc1ccccc1
    -2%, 8.2%
- O=C(CN1CCN(c2ncc(C(F)(F)F)cc2Cl)CC1)NC(=O)NCc1ccccc1
    -10%, 1.1%
- COc1ccc(C(=O)Nc2nc3cc(OC)c(OC)cc3c(=O)[nH]2)cc1
    2%, 0.8%
- CC(=O)c1cccc(N(C(=O)c2cnccn2)C(C(=O)NCc2ccccc2)c2ccco2)c1 (stereo not given)
    ·, -3.6%
- CCOc1ccccc1N(C(=O)CNS(=O)(=O)c1ccccc1)C(CC)C(=O)NCc1ccco1 (stereo not given)
    ·, -5.0%
- CCCCN(N=Nc1nonc1OC)c1nonc1OC
    ·, 1.6%
- COc1ccc(CCNC(=O)/C=C\c2ccccc2)cc1OC
    2%, 1.1%
- O=C(c1cccnc1)N1CCCc2ccccc21
    -12%&-1%, -1.2%&-0.7%
- COCCNC(=O)CN(c1ccc(C)cc1)S(=O)(=O)c1ccccc1
    -4%, 1.4%
- COC(=O)c1ccccc1NC(=O)NCc1cccnc1
    6%, -0.2%
- O=c1[nH]c(=O)n(-c2ccccc2Cl)c(O)c1C=Nc1ccc(Cl)cc1
    -2%, -4.3%
- O=C(Nc1nnc(C2CCCC2)s1)C1CCC1
    -2%, 5.7%
- Oc1ccccc1Cn1c(-c2ccccc2O)nc2ccccc21
    -18%, 6.9%
- CCOP(=O)(OCC)C(Nc1ccccc1)c1cc(Cl)cc(Cl)c1OC (stereo not given)
    3%, -1.3%
- Nc1nonc1C(=O)NCCN=Cc1cc(Cc2ccccc2)cc(Br)c1O
    0%, 6.2%
- CNC(=O)CCSc1ccc(C)cc1
    ·, 5.4%
- COc1cc(/C=C2\C(=O)NC(=S)N(c3ccc(Cl)cc3)C2=O)ccc1OCc1ccc(C(=O)O)cc1
    3%, -0.4%
- Cc1cc(N2C(=O)NC(=O)/C(=C\c3ccc(N(C)C)o3)C2=O)ccc1Br
    2%, -56%
- O=Cc1cn(CCOc2ccccc2F)c2ccccc12
    2%, 0.5%
- O=C(Nc1ccc(Cl)cc1)Nc1ccc(S(=O)(=O)N2CCc3ccccc32)cc1
    10%, 1.3%
- COc1ccccc1C/C(N)=N/OC(=O)c1ccc(I)cc1
    1%, 1.1%
- O=C1N=C(c2ccccc2)S/C1=C\c1cccs1
    ·, -33%
- CC(NC(=O)CCN1C(=O)c2ccccc2C1=O)c1ccccc1 (stereo not given)
    2%, 0.2%
- CC(C(=O)Nc1ccccc1-c1ccccc1)N1CCOCC1 (stereo not given)
    -6%, -0.3%
- Cn1c(=O)c2c(nc(NCC(O)CO)n2CCc2ccccc2)n(C)c1=O (stereo not given)
    6%, -6.1%
- O=c1c2ccccc2[nH]c(=S)n1C1CCCCC1
    1%, 8.8%
- CCOC(=O)N1CCN(C(=O)CCc2ccc(S(=O)(=O)NCCc3ccccc3)cc2)CC1
    -4%, -2.8%
- CN(C)S(=O)(=O)c1ccc(S(=O)(=O)N(Cc2ccccn2)Cc2ccco2)cc1
    0%, ·
- COc1ccc(N2CCN(C(=O)C3COc4ccccc4O3)CC2)cc1 (stereo not given)
    ·, -1.5%
- CCOc1ccc2nc(N3CCC(C(=O)N4CCN(c5ncccn5)CC4)CC3)sc2c1
    6%, -0.8%
- CC(C)CCNC1=NCCCCC1
    ·, -4.7%

Structural class: the compounds so far with a CF3 group.
Each structure is followed by: Rat MKP-3 inhibitors, Hsp70 displacement
- CCOP(=O)(OCC)/C(=C(\NC(=O)c1ccccc1)C(=O)Nc1ccccc1C(F)(F)F)c1ccccc1
    2%, -0.7%
- O=C(CN1CCN(c2ncc(C(F)(F)F)cc2Cl)CC1)NC(=O)NCc1ccccc1
    -10%, 1.1%

Additional compounds
Each structure is followed by: Rat MKP-3 inhibitors, Hsp70 displacement
- Cc1onc(-c2ccccc2)c1C(=O)N[C@@H]1C(=O)N2[C@@H]1SC(C)(C)[C@@H]2C(=O)O
    1%, 6.3%
- Cc1cc(=O)oc2cc3occ(-c4ccccc4)c3cc12
    1%, -2.5%
- O=C1CSc2ccccc2N1Cc1ccccc1F
    -12%, 0.6%
- COc1ccc(/C=C2\C(=O)NC(=O)N(c3cc(C)cc(C)c3)C2=O)cc1
    3%, -1.4%
- O=C(Cn1c(O)c(N=NC(=S)Nc2ccccc2)c2ccccc21)Nc1ccccc1
    0%, -2.5%
- CCOC(=O)CCSCC(=O)Nc1nnc(C)s1
    -6%, -0.4%
- CCCN1CNC(=S)N(c2cccc(C)c2C)C1
    ·, -7.6%
- COCCN1C(=O)C(O)=C(C(=O)c2cccs2)C1c1ccccc1 (stereo not given)
    ·, 2.7%
- CCOC(=O)C1CCCN(C(=O)Nc2ccccc2)C1 (stereo not given)
    ·, -3.8%
- COc1cccc(CNc2ccc(S(=O)(=O)Nc3nccs3)cc2)c1O
    6%, -5.5%
- COCCCN(C(=O)Nc1ccc(C)c(C)c1)C(C)c1ccccn1 (stereo not given)
    6%, 0.6%

An excerpt of these results, with values ahead of the structure.
Rat MKP-3 inhibitors,Hsp70 displacement,canonical_smiles
6%,0.6%,COCCCN(C(=O)Nc1ccc(C)c(C)c1)C(C)c1ccccn1 (stereo not given)
1%,6.3%,Cc1onc(-c2ccccc2)c1C(=O)N[C@@H]1C(=O)N2[C@@H]1SC(C)(C)[C@@H]2C(=O)O
·,-7.6%,CCCN1CNC(=S)N(c2cccc(C)c2C)C1
-6%,-0.4%,CCOC(=O)CCSCC(=O)Nc1nnc(C)s1
·,-3.8%,CCOC(=O)C1CCCN(C(=O)Nc2ccccc2)C1 (stereo not given)
0%,-2.5%,O=C(Cn1c(O)c(N=NC(=S)Nc2ccccc2)c2ccccc21)Nc1ccccc1

Bioassay records from PubChem BioAssay.

An excerpt; count on the stated rates, not on these rows.
